Screening data as filed in PubChem BioAssay.
Insulin prom up: MIN6 insulin promoter up-regulation; z-score at 5 µM; 190,000 compounds, 0.3% hits; MIN6 insulin promoter-GFP reporter, high-content imaging; stronger effect = higher value;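 active = z-score above 3 at 5 µM with at least 500 cells counted in the well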
TNAP activation fold: stimulation of alkaline phosphatase TNAP activity – biochemical, luminescent, no phosphate acceptor, uHTS, primary screen (AID 1001) | 200,000 compounds, 0.03% hits | purified TNAP, luminescent activation assay, no phosphate acceptor; higher activation fold means a stronger effect | activation fold at 20 µM, or EC50 in µM where a hit was titrated; in the data active = activation fold from about 3, or a potency from the dose series; inactive = the rest, 99 in 100 with activation fold below about 1.6; note: many of its hits are not listed in these tables
Salmonella PhoP GFP: inhibitors of PhoP regulon expression, primary screen, Salmonella Typhimurium, GFP reporter (AID 1863); inhibition, % at 50 µM, or IC50 in µM where a hit was titrated; S. Typhimurium PhoP-regulated promoter GFP reporter, 4 h; higher % means a stronger effect; 300,000 compounds, 0.16% hits;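 active = inhibition over 29.93%, a cutoff 3 SD above the screen mean, later confirmed by dose response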;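 note: 0% = low Mg2+ inducing control and 100% = high Mg2+ repressing control; strong numbers were not always called active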
PMI inhibitors: inhibitors of human PMI, primary screen, biochemical, fluorescence intensity, coupled assay (AID 1209). purified PMI enzyme, coupled fluorescence intensity; higher % means a stronger effect. inhibition, % at 20 µM, or IC50 in µM where a hit was titrated. 190,000 compounds, 0.42% hits;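 note: plate controls were DMSO vehicle for no effect and wells lacking substrate for full effect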
West Nile virus CPE: inhibition of WNV-induced cytopathic effect – cell-based, CPE readout (AID 1621) | West Nile virus-infected cells, CPE inhibition; higher % means a stronger effect | CPE inhibition, % at 10 µM, or IC50 in µM where a hit was titrated | 290,000 compounds, 0.02% hits; in the data active = a potency from the dose series; note: strong numbers were not always called active
human PMI inhibitors: MPI inhibition at elevated mannose 6-phosphate – biochemical, fluorescence intensity, high mannose 6-phosphate, primary screen (AID 1220); recombinant PMI enzyme, coupled fluorescence intensity; higher % means a stronger effect; inhibition, % at 20 µM, or IC50 in µM where a hit was titrated; 190,000 compounds, 0.66% hits
RSV CPE inhibition: RSV antiviral activity via CPE protection, HEp-2 cells, primary 10 µM value included (AID 2391); HEp-2 cells, RSV-induced CPE inhibition; higher % means a stronger effect; one-dose CPE inhibition, % at 10 µM; IC50 in µM for titrated hits; 310,000 compounds, 0.13% hits; in the data active = a potency from the dose series; note: strong numbers were not always called active
ER stress rescue: protection against thapsigargin-triggered cell killing – 384-well, CSM14.1, ATP luminescence, primary screen (AID 1222); 190,000 tested, under 10 active; cellular ATP content (survival), % at 20 µM; hits with a dose series show EC50 in µM; CSM14.1 thapsigargin-induced death rescue, ATP luminescence; higher % means a stronger effect;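 active = EC50 below 50 µM in the dose-response confirmation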;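 note: death triggered by thapsigargin at about 15 µM added after 2 h compound pretreatment; cell ATP read after overnight thapsigargin exposure of roughly 18 to 22 hours; normalized against plate controls of thapsigargin alone and 5% DMSO vehicle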
Large T inhibition: SV40 large T antigen inhibitors, biochemical (AID 1903); 310,000 compounds, 0.39% hits; SV40 large T antigen ATPase/helicase inhibition assay; higher % means a stronger effect; one-dose inhibition, % at 20 µM; IC50 in µM for titrated hits; in the data active = a potency from the dose series; note: strong numbers were not always called active
Insulin prom up cell count: further read-out of Insulin prom up, marked with its call; cell count; measured here: cytotoxicity, nuclei count;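 total cells summed across four imaged fields per well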
The depositor's hits bear a star. Cut-off read from the data, not from the text of the source, unless noted: active = inhibition above about 50%; inactive = the rest. An unsorted share of the library, and some 1.5% of all compounds hit somewhere here.

`COc1ccc(C(=O)NNC(=O)Nc2ccc(Cl)cc2)cc1` gave Insulin prom up 0.8, TNAP activation fold 1.2, Salmonella PhoP GFP 2%, PMI inhibitors 2%, West Nile virus CPE -0.3%, human PMI inhibitors 2%, RSV CPE inhibition -1.1%, ER stress rescue -2.5%, Large T inhibition -1% and Insulin prom up cell count 1641.
Screening CCCNC(=O)N(C)c1nncnc1C(=O)NC returned Insulin prom up 0.86, TNAP activation fold 1, Salmonella PhoP GFP -3%, PMI inhibitors 6%, West Nile virus CPE 0.1%, human PMI inhibitors 13%, RSV CPE inhibition -1.0%, ER stress rescue 0.2%, Large T inhibition 22% and Insulin prom up cell count 1242.
For CCN(CC)S(=O)(=O)c1ccc(C(=O)OCC(=O)NC2CCCC2)cc1 the results were Salmonella PhoP GFP -9%, West Nile virus CPE -0.3%, RSV CPE inhibition 0.6% and Large T inhibition 0%.
For Cc1ccc(C(=O)Oc2cccc(-n3cnnn3)c2)cc1 the results were Insulin prom up 1.2, TNAP activation fold 1.1, Salmonella PhoP GFP 4%, PMI inhibitors 0%, West Nile virus CPE 0.5%, human PMI inhibitors -4%, RSV CPE inhibition 5.6%, ER stress rescue 0.7%, Large T inhibition 3% and Insulin prom up cell count 1425.
Screening C=CCNC(=S)Nc1cccc([N+](=O)[O-])c1 returned Insulin prom up 0.68, Salmonella PhoP GFP -2%, West Nile virus CPE -0.2%, RSV CPE inhibition 3.4%, Large T inhibition 5% and Insulin prom up cell count 856.
For COc1cc(O)sc1C=Nc1ccc(Cl)cc1Cl the results were Insulin prom up -0.91, TNAP activation fold 1.1, Salmonella PhoP GFP 6%, PMI inhibitors -6%, West Nile virus CPE -0.6%, human PMI inhibitors -4%, RSV CPE inhibition -1.2%, Large T inhibition 1% and Insulin prom up cell count 1309.
For CCOC(=O)c1cccc(NC(=O)CN(c2ccc(OC)cc2)S(=O)(=O)c2c(C)noc2C)c1 the results were Insulin prom up -0.02, TNAP activation fold 1.1, Salmonella PhoP GFP 3%, PMI inhibitors 20%, West Nile virus CPE -0.1%, human PMI inhibitors 19%, RSV CPE inhibition 18%, ER stress rescue 0.5%, Large T inhibition 15% and Insulin prom up cell count 1141.
`CSc1nnc(N(CCC#N)CCC#N)s1` gave Insulin prom up -0.31, TNAP activation fold 1.1, Salmonella PhoP GFP 9%, PMI inhibitors 3%, West Nile virus CPE 0.3%, human PMI inhibitors 9%, RSV CPE inhibition 1.1%, ER stress rescue 2.6%, Large T inhibition 5% and Insulin prom up cell count 1091.
Cc1ccc(OCCOc2cccc(/C=N/NC(N)=O)c2)cc1 was read as Salmonella PhoP GFP 4%, West Nile virus CPE -0.3%, RSV CPE inhibition 0.8% and Large T inhibition 1%.
Screening Cc1cccc(CN2CCN(c3ncccn3)CC2)c1 returned Salmonella PhoP GFP -2%, West Nile virus CPE 1.3%, RSV CPE inhibition 1.2% and Large T inhibition 4%.
O=C(NCC(=O)N(Cc1ccccc1)C(C(=O)NCC1CCCO1)c1ccccc1)c1ccco1 (centres undefined) was read as Salmonella PhoP GFP 0%, West Nile virus CPE 1.0%, RSV CPE inhibition 1.5% and Large T inhibition -4%.
For CCn1cc(/C=C(\NC(=O)c2ccccc2OC)C(=O)N2CCN(C)CC2)c2ccccc21 the results were Salmonella PhoP GFP -2%, West Nile virus CPE 0.0%, RSV CPE inhibition -0.1% and Large T inhibition 14%.
Screening CC(CNC(=O)CCc1nnc(CCC2CCCCC2)o1)c1ccccc1 (centres undefined) returned Insulin prom up 0.15, TNAP activation fold 1.2, Salmonella PhoP GFP -1%, PMI inhibitors 3%, West Nile virus CPE -1.1%, human PMI inhibitors -5%, RSV CPE inhibition -1.2%, ER stress rescue 0.1%, Large T inhibition 4% and Insulin prom up cell count 1494.
For O=C(c1ccc(Br)o1)N1CCN(c2ncccn2)CC1 the results were TNAP activation fold 1.2, Salmonella PhoP GFP 14%, PMI inhibitors -4%, West Nile virus CPE -0.4%, human PMI inhibitors 1%, RSV CPE inhibition -1.0%, ER stress rescue -2.4% and Large T inhibition 9%.
`CCOc1ccc(NC(=O)Cn2c(=O)n(CCCC(=O)NC3CCN(Cc4ccccc4)CC3)c(=O)c3ccccc32)cc1` gave Salmonella PhoP GFP 8%, West Nile virus CPE 24%, RSV CPE inhibition 0.6% and Large T inhibition 11%.
For COc1ccc(OCc2nnc(SCC(=O)N3CCCc4ccccc43)n2-c2ccc(C)cc2)cc1 the results were Insulin prom up 0.39, TNAP activation fold 1, Salmonella PhoP GFP 2%, PMI inhibitors 15%, West Nile virus CPE -1.1%, human PMI inhibitors 12%, RSV CPE inhibition 11%, ER stress rescue -3.1%, Large T inhibition 9% and Insulin prom up cell count 844.
For CCCCCCCCC(=O)N/N=C(\C)c1cccnc1 the results were TNAP activation fold 1, Salmonella PhoP GFP 1%, PMI inhibitors -49%, West Nile virus CPE -0.1%, human PMI inhibitors -133%, RSV CPE inhibition 2.0%, ER stress rescue -2.9% and Large T inhibition 9%.
Screening CC(=O)C[C@H]1c2cc(C(F)(F)F)ccc2S(=O)(=O)N1C1CCCC1 returned Salmonella PhoP GFP -2%, West Nile virus CPE -0.2%, RSV CPE inhibition 1.7% and Large T inhibition 7%.
`O=C(O/N=C1\CCCc2ccccc21)c1cccs1` gave Insulin prom up -0.07, TNAP activation fold 1.1, Salmonella PhoP GFP -4%, PMI inhibitors 13%, West Nile virus CPE -0.9%, human PMI inhibitors 10%, RSV CPE inhibition 2.7%, ER stress rescue -0.2%, Large T inhibition 2% and Insulin prom up cell count 1304.
Screening COCCCNC(=O)CCc1nnc(Cc2ccc(-c3ccccc3)cc2)o1 returned Insulin prom up -0.34, TNAP activation fold 1.1, Salmonella PhoP GFP -6%, PMI inhibitors 5%, West Nile virus CPE 0.5%, human PMI inhibitors 1%, RSV CPE inhibition 0.9%, ER stress rescue 1.3%, Large T inhibition 4% and Insulin prom up cell count 1378.
Screening O=C(CCN1C(=O)/C(=C/c2ccc(Cl)cc2)SC1=S)Nc1cccc(C(=O)O)c1 returned Salmonella PhoP GFP 11%, West Nile virus CPE -0.9%, RSV CPE inhibition 0.7% and Large T inhibition 23%.
Screening COCCCNc1nc2c(c(=O)n(Cc3ccc(Cl)cc3)c(=O)n2C)n1C returned Salmonella PhoP GFP 10%, West Nile virus CPE -0.9%, RSV CPE inhibition -0.7% and Large T inhibition 1%.
`O=C(COC(=O)c1cccs1)NCc1cccs1` gave Salmonella PhoP GFP 0%, West Nile virus CPE 0.3%, RSV CPE inhibition 0.7% and Large T inhibition 8%.
`COC(=O)c1c(NC(C)=O)sc(C(=O)Nc2ccccc2F)c1C` gave Insulin prom up 0.15, TNAP activation fold 1.1, Salmonella PhoP GFP 5%, PMI inhibitors 0%, West Nile virus CPE -0.2%, human PMI inhibitors -3%, RSV CPE inhibition -0.6%, ER stress rescue -1.1%, Large T inhibition 3% and Insulin prom up cell count 1355.
Screening CCN(C(C)=O)c1nc(CCl)cs1 returned Insulin prom up 0.26, TNAP activation fold 1.1, Salmonella PhoP GFP -10%, PMI inhibitors -55%, West Nile virus CPE 0.6%, human PMI inhibitors -39%, RSV CPE inhibition 1.4%, ER stress rescue -14%, Large T inhibition 1% and Insulin prom up cell count 1319.
For CC(=O)c1cc2c(cc1NC(=O)CSc1nc3ccccc3[nH]1)OCO2 the results were Insulin prom up -0.18, TNAP activation fold 1.2, Salmonella PhoP GFP 7%, PMI inhibitors 6%, West Nile virus CPE 1.9%, human PMI inhibitors 4%, RSV CPE inhibition 2.5%, ER stress rescue 0.2%, Large T inhibition -3% and Insulin prom up cell count 1507.
`CC(C)n1c(=S)[nH]c2scc(-c3cccs3)c2c1=O` gave Insulin prom up -0.15, Salmonella PhoP GFP -4%, West Nile virus CPE 0.2%, RSV CPE inhibition -1.6%, Large T inhibition 20% and Insulin prom up cell count 1357.
For O=C1NC(=Nc2ccccc2Br)SC1(CO)CO the results were Salmonella PhoP GFP 0%, West Nile virus CPE 0.2%, RSV CPE inhibition 1.9% and Large T inhibition 13%.
`CC(=O)N1CCC(N(CCN2CCOCC2)C(=S)Nc2ccc(C)cc2)CC1` gave Insulin prom up -0.19, TNAP activation fold 1.1, Salmonella PhoP GFP -7%, PMI inhibitors 1%, West Nile virus CPE 0.9%, human PMI inhibitors -7%, RSV CPE inhibition 0.8%, ER stress rescue -0.7%, Large T inhibition 15% and Insulin prom up cell count 1073.
Screening CCCC(=O)OC1CC(C)N(C(=O)c2ccccc2)c2ccc(C)cc21 (centres undefined) returned TNAP activation fold 1.1, Salmonella PhoP GFP 1%, PMI inhibitors 1%, West Nile virus CPE -0.3%, human PMI inhibitors -6%, RSV CPE inhibition 7.5%, ER stress rescue -0.1% and Large T inhibition 1%.
For CCOc1ccc(C(=O)OCCCN(C)C)cc1 the results were Insulin prom up 0.07, TNAP activation fold 1.2, Salmonella PhoP GFP -6%, PMI inhibitors -8%, West Nile virus CPE 0.2%, human PMI inhibitors -5%, RSV CPE inhibition 0.5%, ER stress rescue -2.1%, Large T inhibition 3% and Insulin prom up cell count 1367.
`O=C(CN1C(=O)c2cccc3cccc1c23)Nc1cccnc1` gave Insulin prom up 0.76, TNAP activation fold 1.1, Salmonella PhoP GFP 7%, PMI inhibitors 12%, West Nile virus CPE -0.2%, human PMI inhibitors 30%, RSV CPE inhibition 1.9%, ER stress rescue -2.8%, Large T inhibition 10% and Insulin prom up cell count 1230.
For COc1ccc(/C=N/NC(=O)c2cccnc2)cc1Cn1nc([N+](=O)[O-])c(Br)c1C the results were Insulin prom up 0.63, TNAP activation fold 1.1, Salmonella PhoP GFP 7%, PMI inhibitors -26%, West Nile virus CPE -0.4%, human PMI inhibitors -20%, RSV CPE inhibition 10%, ER stress rescue -1.8%, Large T inhibition 11% and Insulin prom up cell count 1166.
CC1CN(CCOc2ccc(F)cc2)CC(C)O1 (centres undefined) was read as Salmonella PhoP GFP -6%, West Nile virus CPE -0.1%, RSV CPE inhibition -0.2% and Large T inhibition 7%.
Cc1cc(=O)[nH]c(N/N=C/c2ccc(-c3ccc([N+](=O)[O-])cc3)o2)n1 was read as Salmonella PhoP GFP -1%, West Nile virus CPE -1.2%, RSV CPE inhibition 1.6% and Large T inhibition 8%.
For Nc1nn(-c2ccccc2)nc1C(=O)OCc1ccccc1 the results were Insulin prom up -0.13, Salmonella PhoP GFP -5%, West Nile virus CPE 0.0%, RSV CPE inhibition -1.4%, Large T inhibition 2% and Insulin prom up cell count 946.
O=C(O)c1cccc(NC(=S)N/N=C/c2cccnc2)c1 was read as Insulin prom up 1.1, TNAP activation fold 1.1, Salmonella PhoP GFP -5%, PMI inhibitors -49%, West Nile virus CPE 1.6%, human PMI inhibitors -40%, RSV CPE inhibition -0.3%, ER stress rescue -1.0%, Large T inhibition 6% and Insulin prom up cell count 1168.

Fetched by compound from above (two):
Screening CCCC(=O)OC1CC(C)N(C(=O)c2ccccc2)c2ccc(C)cc21 (centres undefined) returned TNAP activation fold 1.1, Salmonella PhoP GFP 1%, PMI inhibitors 1%, West Nile virus CPE -0.3%, human PMI inhibitors -6%, RSV CPE inhibition 7.5%, ER stress rescue -0.1% and Large T inhibition 1%.
For CCOc1ccc(C(=O)OCCCN(C)C)cc1 the results were Insulin prom up 0.07, TNAP activation fold 1.2, Salmonella PhoP GFP -6%, PMI inhibitors -8%, West Nile virus CPE 0.2%, human PMI inhibitors -5%, RSV CPE inhibition 0.5%, ER stress rescue -2.1%, Large T inhibition 3% and Insulin prom up cell count 1367.
